Bioassay records: PubChem BioAssay, Sanford-Burnham Center for Chemical Genomics
H9c2 TAG inh: inhibitors of triacylglycerol accumulation, primary screen, cell-based, uHTS, fluorescence, H9c2. AID 651582, 2012. H9c2 cells, Nile Red lipid (TAG) fluorescence; cells loaded with 200 µM oleic acid. hit rate 0.66% among 230,000. inhibition, % at 12.5 µM;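 active = pattern-corrected inhibition of lipid staining of at least 50% with the nuclear-stain viability signal not falling by more than 50%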;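 note: 0% = DMSO wells and 100% = triacsin C control wells; some results filed as inactive read as strong as hits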
H9c2 TAG inh DAPI viability: further read-out of H9c2 TAG inh, marked with its call; DAPI nuclei signal change (viability), lower = more cytotoxic, %;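 whole-well DAPI fluorescence read on a plate reader as a viability signal; minus 50 percent equals half of cells still viable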
* = called active by the depositor.

SMILES	H9c2 TAG inh	H9c2 TAG inh DAPI viability
O=C(CC1NC(=O)NC1=O)NC1(C(=O)NC2CCCCC2)CCCCC1 (configuration not stated)	15	2
COc1ccc(CN2CCC(=O)N([C@H](CO)c3ccccc3)CC2)cc1	-3	2
COc1ccc(S(=O)(=O)NCc2ccc(C(=O)NCCN(C)Cc3ccccc3)cc2)cc1	-1	10
CCN1C(=O)[C@H]2[C@@H](c3ccc(-c4ccc(F)cc4)c(OC)c3)N3CCCC[C@@]3(C(=O)OC)[C@H]2C1=O	-11	-4
Fc1ccc(NC(=S)N2CCCC2)cc1	-7	-1
CCNC(=O)Nc1ccc2c(c1)c(=O)n(C)n2CC=C(C)C	4	12
O=C(Cn1sc2ccccc2c1=O)Nc1ccccc1	32	-12
Cc1ccc(S(=O)(=O)NNC(=O)C2CC=CCC2C(=O)O)cc1 (configuration not stated)	5	-9
COC(=O)C1=C(C)N(Cc2ccccc2)C(=O)N[C@H]1CCc1ccccc1	-2	-16
O=C(COc1ccc([N+](=O)[O-])cc1)Nc1ccc2[nH]c(=O)[nH]c2c1	5	5
COC(=O)[C@@H]1C[C@@]2(O)[C@@H](O)[C@@H](O)[C@@H](O)C[C@H]2N1Cc1ccc(C)s1	-10	2
CCOC(=O)N1CCN(C(=O)C2CCN(S(=O)(=O)c3ccccc3)CC2)CC1	-28	9
COCCNC(=O)C1CCCN(Cc2cccc(C(F)(F)F)c2)CC1 (configuration not stated)	3	8
C=CCn1c(C(CC(C)C)CC(C)O)n[nH]c1=S (configuration not stated)	-8	1
CCOC(=O)C(C)Sc1nc(-c2ccco2)cc(C(F)(F)F)c1C#N (configuration not stated)	1	2

Continued; it opens with the 3 that closed the last part.
SMILES	H9c2 TAG inh	H9c2 TAG inh DAPI viability
COCCNC(=O)C1CCCN(Cc2cccc(C(F)(F)F)c2)CC1 (configuration not stated)	3	8
C=CCn1c(C(CC(C)C)CC(C)O)n[nH]c1=S (configuration not stated)	-8	1
CCOC(=O)C(C)Sc1nc(-c2ccco2)cc(C(F)(F)F)c1C#N (configuration not stated)	1	2
CCCc1cc(=O)[nH]c(SCC(=O)Nc2cccc(S(=O)(=O)N3CCOCC3)c2)n1	-5	-3
COc1cccc(N/C(SC)=C(/C#N)C(=O)NCc2cccs2)c1	-14	3
O=C(NCc1ccc(Cl)cc1)C1CCCN1C(=O)Nc1ccccc1 (configuration not stated)	-11	4
Clc1ccc(CSc2cc3c(nn2)-c2ccccc2CC3)cc1Cl	-7	-1
Cc1c(NC2=NC3(CCCCC3)Cc3ccccc32)c(=O)n(-c2ccccc2)n1C	-6	2
CC(O)CNc1nc2c(c(=O)n(C)c(=O)n2C)n1Cc1cccc(C(F)(F)F)c1 (configuration not stated)	-3	-8
C#CCOCCOCCOCCNc1nc(N2CCN(C(=O)[C@H](CO)n3cc([C@@H](N)C(C)C)nn3)CC2)nc(N2CCN(C(=O)[C@H](CCC(=O)O)n3cc([C@@H](N)[C@H](C)CC)nn3)CC2)n1	2	-10
CCOc1ccc(N(CC(=O)Nc2c(C)n(C)n(-c3ccccc3)c2=O)S(=O)(=O)c2ccccc2)cc1	8	-8
Cc1c(NC(=O)Nc2ccc(Cl)cc2Cl)c(=O)n(-c2ccccc2)n1C	-8	-4
COc1ccc(OC)c(S(=O)(=O)Nc2ccccc2O)c1	4	5
COc1ccc(NC(=O)CSc2nccn2C)c([N+](=O)[O-])c1	5	11
CC(=O)c1cccc(N(CC(=O)Nc2cc(C)cc(C)c2)S(C)(=O)=O)c1	-1	-6
COc1ccc(S(=O)(=O)N2CCC(C(=O)N[C@@H](C)C(=O)NCc3ccco3)CC2)cc1	4	-12
CC1CCN(S(=O)(=O)c2ccc3c(c2)oc(=O)n3CC(=O)NCc2ccc3c(c2)OCO3)CC1	-3	9
Cc1ccc(OCCC(=O)Nc2ccc(S(=O)(=O)N3CCCC3)cc2)cc1	-3	-2
c1cnc(NCCSSCCNc2ncccn2)nc1	-11	4
CCN(CC)S(=O)(=O)c1cc(C(=O)Nc2cc(C)on2)c(Cl)cc1Cl	3	-6
CCCN(CCC)CC(O)Cn1c2ccccc2c2ccccc21 (configuration not stated)	9	18
O=C(Oc1ccc(F)cc1C(=O)/C=C/c1cccs1)c1cccc([N+](=O)[O-])c1	5	0
Cn1ccc2cc(-c3ccc4ncnc(NCc5cccs5)c4c3)ccc21	-34	4
CCOC(=O)Cn1c(N2CCOCC2)nc2c1c(=O)[nH]c(=O)n2C	-4	12
O=C1c2ccccc2-c2ccc(C(=O)N3CCOCC3)cc21	13	-1
Cc1ccc(-n2cc(C(C)(C)C)[nH]c2=S)cc1	-22	-5
COc1ccccc1N(C)S(=O)(=O)c1ccc(C(=O)O)cc1	-1	4
CC/C(=N\NC(=O)Cc1ccc(Br)cc1)c1cccs1	-6	10
CC1CCN(c2ccc3c(c2)S(=O)(=O)c2cccc(C(=O)NCc4ccc(F)cc4)c2C3=O)CC1	-13	1
Fc1ccc(-c2nnc(SCc3ncc(-c4ccccc4)o3)n2CC2CCCO2)cc1 (configuration not stated)	15	-13
C#CCOCCOCCOCCNc1nc(N2CCN(C(=O)[C@H](CCCN=C(N)N)n3cc(C(N)[C@H](C)CC)nn3)CC2)nc(N2CCN(C(=O)[C@H](CC(N)=O)n3cc(C(N)[C@@H](C)CC)nn3)CC2)n1 (some centres not stated)	-10	20
Nc1nnc(-c2ccccc2)c(-c2ccccc2)n1	-17	-8
O=C(CSc1nc2ccccc2n1-c1ccccc1)NCC1CCCO1 (configuration not stated)	-14	-4

The last 3 records of the section before lead into the next.
SMILES	H9c2 TAG inh	H9c2 TAG inh DAPI viability
C#CCOCCOCCOCCNc1nc(N2CCN(C(=O)[C@H](CCCN=C(N)N)n3cc(C(N)[C@H](C)CC)nn3)CC2)nc(N2CCN(C(=O)[C@H](CC(N)=O)n3cc(C(N)[C@@H](C)CC)nn3)CC2)n1 (some centres not stated)	-10	20
Nc1nnc(-c2ccccc2)c(-c2ccccc2)n1	-17	-8
O=C(CSc1nc2ccccc2n1-c1ccccc1)NCC1CCCO1 (configuration not stated)	-14	-4
CC1CCCC(NC(=O)COC(=O)[C@@H]2CC(O)CN2S(=O)(=O)c2ccc3c(c2)OCCO3)C1C (some centres not stated)	5	2
O=C(NCc1ccccc1)c1cc(C2CCCN(S(=O)(=O)c3ccccc3)C2)on1 (configuration not stated)	12	-8
CCCCn1c(N)c(N(CCOC)C(=O)c2cc3c(s2)CCCCC3)c(=O)[nH]c1=O	11	1
CC(=O)c1cccc(NC(=O)c2ccc(N(Cc3ccccc3C)S(C)(=O)=O)cc2)c1	7	-3
COc1ccccc1C1C(C(C)=O)=C(O)C(=O)N1CCc1ccccc1 (configuration not stated)	-6	4
O=C(Cc1ccccc1Cl)Nc1cc(S(=O)(=O)N2CCOCC2)ccc1N1CCOCC1	-36	2
O=S(=O)(O)c1cnccc1Nc1cccc(C(F)(F)F)c1	5	2
CCc1nc2c(OCc3ccc(C(F)(F)F)cc3)cccn2c1N(C)C(=O)c1ccco1	-5	-1
Cc1ccc(-n2nnc3c(=O)n(Cc4cccc(C)c4)cnc32)cc1	-8	3
O=C(c1cc(C2CC2)nn1-c1ccccc1)N1CCN(S(=O)(=O)c2cccc(F)c2)CC1	-26	4
CCC(=O)N1CCCc2cc(S(=O)(=O)N3CCC(N4CCCCC4)CC3)ccc21	0	2
Brc1ccc(OCCCN2CCOCC2)cc1	-1	-3
O=S1(=O)N=C(SCCO)c2ccccc21	1	-8
CCC(C)(C)NC(=O)C(c1cccn1C)N(Cc1ccccc1)C(=O)Cn1nnc2ccccc21 (configuration not stated)	7	8
CC(=O)C1=C(O)C(=O)N(Cc2cccnc2)C1c1ccc(C(C)C)cc1 (configuration not stated)	-3	4
COc1ccccc1-c1cn[nH]c1-c1ccc(OCc2ccc([N+](=O)[O-])cc2)cc1O	6	-5
Cn1c(=O)oc2cc(S(=O)(=O)NC3CCCc4ccccc43)ccc21 (configuration not stated)	-4	-11
COc1cc(NC(=O)COn2nnc3ccc(S(C)(=O)=O)cc32)cc(OC)c1	-21	-11
CCOc1ccc(C2NC(=O)NC(C)=C2C(=O)OC)cc1C (configuration not stated)	-1	0
O=C(c1cc(-c2ccc(O)cc2)on1)N1CCCc2ccccc21	4	0
COC(=O)Cc1ccc(OC(=O)CCS(=O)(=O)c2ccc(Cl)cc2)cc1	-1	-3
CCn1cc(/C=N/NS(=O)(=O)c2ccc(C)cc2)c(C)n1	-6	0
Cc1cnc(C(=O)OCc2ccc(COC(=O)c3cnc(C)cn3)cc2)cn1	2	0
COc1cccc(NC(=O)c2ccc(NS(=O)(=O)c3cccs3)cc2)c1	-2	10
COC(=O)c1sc(NC(=O)CSc2n[nH]c(N)n2)c(C(=O)OC)c1C	24	3
Cc1ccccc1-c1nnc(Cc2ccccc2)o1	13	-7
CCOC(=O)C1=C(CS(=O)(=O)c2ccccc2)NC(=O)NC1c1ccc(OC)c(OC)c1 (configuration not stated)	-10	-10
COCCNc1nc(SCc2ccccc2)nc2sc3c(c12)CCC3	-9	3
COc1ccccc1OC(=O)CN1C(=O)c2ccccc2C1=O	5	-7
O=C(c1ccc([N+](=O)[O-])cc1[N+](=O)[O-])N1CCN(C(=O)C2CCCO2)CC1 (configuration not stated)	-2	2
COc1ccc(/C=C/C(=O)N2CCN(c3ccccn3)CC2)cc1	10	-4
Cc1ccc(S(=O)(=O)N(C)CC(=O)OCC(=O)N2CC(=O)Nc3ccccc32)cc1	-4	5
COc1ccc(OCC2c3cc(OC)c(OC)cc3CCN2C(=O)C(C)C)cc1 (configuration not stated)	7	-6
CC1(C(=O)NS(=O)(=O)c2ccc(Cl)cc2)CCN1C(=O)CCC1CCCC1 (configuration not stated)	12	-6
Cn1c(N2CCOCC2)cc(=O)n(C)c1=O	22	-6
COc1ccc(CNC(=O)COC(=O)c2c(NC(C)=O)sc(C)c2C)cc1	-39	4
Nc1cc(-c2ccco2)no1	4	14
Cn1cc(C2NC(=O)c3ccccc3N2)c2ccccc21 (configuration not stated)	8	40
CC(C)(C)c1ccc(NC(=O)CON=C(N)c2ccccc2)cc1	-6	1
COc1ccc(CCNS(=O)(=O)c2ccc(N3CCCC3=O)cc2)cc1	6	-8
COc1ccc(-c2nc3n(n2)C(c2cccnc2)C(C(N)=O)=C(C)N3)cc1 (configuration not stated)	15	0
C[C@H](NC(=O)NCCc1ccccc1)C(=O)O	7	-8
O=C(OCC#CCSc1nnc(-c2cccc3ccccc23)o1)c1cccc2[nH]ccc12	0	18
Cc1cccc(NC(=O)CNC(=O)CN2CCN(C)CC2)c1C	-2	-2
Cc1ccc(S(=O)(=O)N2CCN(C(=O)CCCOc3ccc(Cl)cc3C)CC2)cc1	-12	5

As entered above.
H9c2 TAG inh DAPI viability with Cc1ccc(S(=O)(=O)N(C)CC(=O)OCC(=O)N2CC(=O)Nc3ccccc32)cc1 : 5
H9c2 TAG inh with C[C@H](NC(=O)NCCc1ccccc1)C(=O)O : 7
H9c2 TAG inh with COc1ccc(OCC2c3cc(OC)c(OC)cc3CCN2C(=O)C(C)C)cc1 (configuration not stated) : 7

Continued.
SMILES	H9c2 TAG inh	H9c2 TAG inh DAPI viability
Cn1c(=O)c2c(nc(CN3CCC(C(N)=O)CC3)n2Cc2c(F)cccc2Cl)n(C)c1=O	14	-17
CCOC(=O)c1ccc(NC(=O)C2CCCO2)cc1 (configuration not stated)	-18	3
Cn1c(N)c(C(=O)COC(=O)COc2ccccc2C#N)c(=O)n(C)c1=O	-25	6
O=C(CSC1=NCCS1)N1CCN(c2ccc(Cl)cc2)CC1	12	-6
O=C1C=C(C#Cc2ccccc2)C[C@@H](c2ccc(F)cc2)C1	9	-8
O=C(CSc1nnc(-c2ccccc2)c2ccccc12)NCCN1C(=O)CSC1=O	16	-7
COC(CNC(=O)C(=O)NCC1CCCN1S(=O)(=O)c1cccs1)OC (configuration not stated)	-20	-2
COc1ccccc1/C=C/C=N/NC(=O)CCn1cnc2ccccc21	9	-13
CC1(C(=O)Nc2cccc3c2CCCC3)CCN1C(=O)c1cccc(F)c1 (configuration not stated)	-3	4
CC(=O)CSc1nnc(CN2C(=O)CSc3ccc(C(F)(F)F)cc32)n1C	8	-10
COC(=O)C[C@H]1c2ccccc2S(=O)(=O)N1C(C)C	8	-4
CCN(C(=O)COC(=O)CC(C)c1ccccc1)c1c(N)n(Cc2ccccc2)c(=O)[nH]c1=O (configuration not stated)	14	2
O=c1[nH]c2cc(Cl)ccc2n1-c1ccccc1	14	-3
CCN(CC)CCCN(C(=O)c1ccc(OC)cc1)c1nc(-c2ccc(OC)cc2)cs1	30	18
N=C1c2ccccc2-c2ccccc21	12	-3

Whole records from above. Order of values: H9c2 TAG inh, H9c2 TAG inh DAPI viability
CC1(C(=O)NS(=O)(=O)c2ccc(Cl)cc2)CCN1C(=O)CCC1CCCC1 (configuration not stated) is listed with 12, -6
CCOC(=O)C(C)Sc1nc(-c2ccco2)cc(C(F)(F)F)c1C#N (configuration not stated) is listed with 1, 2
CC(=O)C1=C(O)C(=O)N(Cc2cccnc2)C1c1ccc(C(C)C)cc1 (configuration not stated) is listed with -3, 4

(more compounds)
SMILES	H9c2 TAG inh	H9c2 TAG inh DAPI viability
Cc1ccc(S(=O)(=O)N2CCC(C(=O)NNC(=O)c3ccccc3)CC2)cc1	11	8
Fc1ccc(-n2nnc(-c3ccccc3Cl)n2)cc1	-3	5
O=C(CCS(=O)(=O)Cc1ccccc1F)NCCCN1CCCCC1	-6	3
CC(=O)c1cccc(-c2ccnc3c2CC(C(=O)Nc2ccc4c(c2)OCO4)O3)c1 (configuration not stated)	34	-43
Cc1cn(S(=O)(=O)c2ccccc2[N+](=O)[O-])cn1	4	0
CC(C)NC(=O)c1ccc(-c2cccc(C(F)(F)F)c2)o1	-2	15
COC(=O)c1cc2c(C)nn(C)c2s1	5	5
CC(O)CNc1nc(Cl)c(C#N)s1 (configuration not stated)	0	-5
COc1cc(/C=C2\CC/C(=C\c3ccc(OCCO)c(OC)c3)C2=O)ccc1OCCO	8	-16
Nc1nc(N2CCN(C(=O)c3ccco3)CC2)nc2ccc(Br)cc12	18	8
CC(C)CN(C1CCS(=O)(=O)C1)S(=O)(=O)c1ccc2ccccc2c1 (configuration not stated)	0	7

A portion of the library; the hit share may differ from the screen's.
